Screening data (PubChem)
Growth percent in the NCI-60 one-dose screen (48 h, 10 µM unless noted): 100 = growth as untreated, 0 = no growth, -100 = all killed.
OVCAR-4 – OVCAR-4 ovarian cancer cells | 3.7% of 80,000 active
NCI-H226 – NCI-H226 lung cancer | AID 1794732 | 3.5% of 79,000 active
NCI-H23 – NCI-H23 lung cancer | 4% of 80,000 active
SK-OV-3 – SK-OV-3 ovarian cancer cells | 3.2% of 80,000 active
SN12C – SN12C renal cancer cells; 3.8% of 81,000 active; AID 1794767
OVCAR-3 – OVCAR-3 ovarian cancer; 7% of 79,000 active; AID 1794787
OVCAR-5 – OVCAR-5 ovarian cancer; 2.9% of 82,000 active
IGROV1 – IGROV1 ovarian cancer | 4.7% of 79,000 active
NCI/ADR-RES – NCI/ADR-RES ovarian cells | 4.4% of 81,000 active | AID 1794790
Numbers without * were called inactive; & = joins results of further samples; ! = not active in a repeat. The calls were made as follows: active = growth percent below 10; inactive = the rest.

A first look, ten compounds:
CCCCCCCCCCCCCCCCCC(=O)OCC was read as OVCAR-4 101, NCI-H226 98, NCI-H23 100, SK-OV-3 102, SN12C 98, OVCAR-3 102, OVCAR-5 108, IGROV1 104 and NCI/ADR-RES 102.
For CCc1nc2cc(/C=C/C(=O)NO)ccc2c(=O)n1CCc1ccc(OC)cc1 the results were OVCAR-4 39, NCI-H226 50, NCI-H23 25, SK-OV-3 6.7*, SN12C 25, OVCAR-3 -1.2*, OVCAR-5 24, IGROV1 41 and NCI/ADR-RES 9.4*.
For O=C1CN(CCO)C(=O)C2CC(O)Cc3cc(Cl)ccc3C12 (stereo not given) the results were OVCAR-4 106, NCI-H226 105, NCI-H23 102, SK-OV-3 96, SN12C 100, OVCAR-3 116, OVCAR-5 102, IGROV1 101 and NCI/ADR-RES 107.
For COc1ccc(/C(=N\NC(N)=S)c2ccccc2)cc1OC the results were OVCAR-4 106, NCI-H226 113, NCI-H23 98, SK-OV-3 116, SN12C 104, OVCAR-3 105, OVCAR-5 105, IGROV1 93 and NCI/ADR-RES 103.
`CC(C)C1CCC(C(=O)N[C@@H](Cc2ccccc2)C(=O)O)CC1` (stereo not given in full) gave OVCAR-4 101, NCI-H226 101, NCI-H23 89, SK-OV-3 104, SN12C 96, OVCAR-3 99, OVCAR-5 108, IGROV1 106 and NCI/ADR-RES 107.
For N[C@@H](CC/[N+]([O-])=N/O)C(=O)O the results were OVCAR-4 105, NCI-H23 97, SK-OV-3 105, SN12C 101, OVCAR-3 102, OVCAR-5 100, IGROV1 93 and NCI/ADR-RES 103.
C=C1CCC2C3(C)COC(c4cccs4)OC3CCC2(C)C1C/C=C1/C(=O)CCC1OC(C)=O (stereo not given) was read as OVCAR-4 85, NCI-H23 96, SN12C 84, OVCAR-3 88, OVCAR-5 121, IGROV1 103 and NCI/ADR-RES 86.
Cc1cccc(N2CCN(c3ncnc4sc5c(c34)CCNC5)CC2)c1 was read as OVCAR-4 81, NCI-H226 73, NCI-H23 83, SK-OV-3 88, SN12C 89, OVCAR-3 65, OVCAR-5 49, IGROV1 80 and NCI/ADR-RES 80.
`COc1cc(-c2nc(C(=O)NCCC(=O)NO)nn2-c2ccc(Cl)cc2)cc(OC)c1OC` gave OVCAR-4 120, NCI-H226 106, NCI-H23 105, SK-OV-3 100, SN12C 104, OVCAR-3 105, OVCAR-5 114, IGROV1 110 and NCI/ADR-RES 102.
`COc1cccc2cc(C(=O)OCC(=O)Nc3nc(-c4ccccc4)cs3)c(=O)oc12` gave OVCAR-4 112, NCI-H226 99, NCI-H23 114, SK-OV-3 122, SN12C 108, OVCAR-3 102, OVCAR-5 103, IGROV1 98 and NCI/ADR-RES 113.

This part in full, previewed entries included:
CCCCCCCCCCCCCCCCCC(=O)OCC was read as OVCAR-4 101, NCI-H226 98, NCI-H23 100, SK-OV-3 102, SN12C 98, OVCAR-3 102, OVCAR-5 108, IGROV1 104 and NCI/ADR-RES 102.
For CCc1nc2cc(/C=C/C(=O)NO)ccc2c(=O)n1CCc1ccc(OC)cc1 the results were OVCAR-4 39, NCI-H226 50, NCI-H23 25, SK-OV-3 6.7*, SN12C 25, OVCAR-3 -1.2*, OVCAR-5 24, IGROV1 41 and NCI/ADR-RES 9.4*.
For O=C1CN(CCO)C(=O)C2CC(O)Cc3cc(Cl)ccc3C12 (stereo not given) the results were OVCAR-4 106, NCI-H226 105, NCI-H23 102, SK-OV-3 96, SN12C 100, OVCAR-3 116, OVCAR-5 102, IGROV1 101 and NCI/ADR-RES 107.
For COc1ccc(/C(=N\NC(N)=S)c2ccccc2)cc1OC the results were OVCAR-4 106, NCI-H226 113, NCI-H23 98, SK-OV-3 116, SN12C 104, OVCAR-3 105, OVCAR-5 105, IGROV1 93 and NCI/ADR-RES 103.
`CC(C)C1CCC(C(=O)N[C@@H](Cc2ccccc2)C(=O)O)CC1` (stereo not given in full) gave OVCAR-4 101, NCI-H226 101, NCI-H23 89, SK-OV-3 104, SN12C 96, OVCAR-3 99, OVCAR-5 108, IGROV1 106 and NCI/ADR-RES 107.
For N[C@@H](CC/[N+]([O-])=N/O)C(=O)O the results were OVCAR-4 105, NCI-H23 97, SK-OV-3 105, SN12C 101, OVCAR-3 102, OVCAR-5 100, IGROV1 93 and NCI/ADR-RES 103.
C=C1CCC2C3(C)COC(c4cccs4)OC3CCC2(C)C1C/C=C1/C(=O)CCC1OC(C)=O (stereo not given) was read as OVCAR-4 85, NCI-H23 96, SN12C 84, OVCAR-3 88, OVCAR-5 121, IGROV1 103 and NCI/ADR-RES 86.
Cc1cccc(N2CCN(c3ncnc4sc5c(c34)CCNC5)CC2)c1 was read as OVCAR-4 81, NCI-H226 73, NCI-H23 83, SK-OV-3 88, SN12C 89, OVCAR-3 65, OVCAR-5 49, IGROV1 80 and NCI/ADR-RES 80.
`COc1cc(-c2nc(C(=O)NCCC(=O)NO)nn2-c2ccc(Cl)cc2)cc(OC)c1OC` gave OVCAR-4 120, NCI-H226 106, NCI-H23 105, SK-OV-3 100, SN12C 104, OVCAR-3 105, OVCAR-5 114, IGROV1 110 and NCI/ADR-RES 102.
`COc1cccc2cc(C(=O)OCC(=O)Nc3nc(-c4ccccc4)cs3)c(=O)oc12` gave OVCAR-4 112, NCI-H226 99, NCI-H23 114, SK-OV-3 122, SN12C 108, OVCAR-3 102, OVCAR-5 103, IGROV1 98 and NCI/ADR-RES 113.
Screening CC(C)Sc1nc(NC2CC2)c(C#N)c(-c2ccccc2)n1 returned OVCAR-4 -8.1*!, NCI-H226 22&70, NCI-H23 76&67, SK-OV-3 89&79, SN12C 78&58, OVCAR-3 86, OVCAR-5 92&84, IGROV1 74&20 and NCI/ADR-RES 58&75.
For CC1(C)CCC(C)(C)NC(=S)N1 the results were OVCAR-4 107, NCI-H226 -100*, NCI-H23 100, SK-OV-3 105, SN12C 97, OVCAR-3 111, OVCAR-5 102, IGROV1 121 and NCI/ADR-RES 108.

Reprinted from the part before: 2 entries, followed by the next part.
Screening CC(C)Sc1nc(NC2CC2)c(C#N)c(-c2ccccc2)n1 returned OVCAR-4 -8.1*!, NCI-H226 22&70, NCI-H23 76&67, SK-OV-3 89&79, SN12C 78&58, OVCAR-3 86, OVCAR-5 92&84, IGROV1 74&20 and NCI/ADR-RES 58&75.
For CC1(C)CCC(C)(C)NC(=S)N1 the results were OVCAR-4 107, NCI-H226 -100*, NCI-H23 100, SK-OV-3 105, SN12C 97, OVCAR-3 111, OVCAR-5 102, IGROV1 121 and NCI/ADR-RES 108.
For Nc1ccc(O)c(N)c1 the results were OVCAR-4 107, NCI-H226 99, NCI-H23 102, SK-OV-3 106, SN12C 96, OVCAR-3 110, OVCAR-5 108, IGROV1 107 and NCI/ADR-RES 102.
O=C(O)c1cn(C2CC2)c2cc(N3CCN(C(=O)CN4C(=O)S/C(=C\c5ccco5)C4=O)CC3)c(F)cc2c1=O was read as OVCAR-4 83, NCI-H226 91, NCI-H23 102, SK-OV-3 112, SN12C 95, OVCAR-3 115, OVCAR-5 100, IGROV1 84 and NCI/ADR-RES 108.
For CC(=O)OC1CC(C)CCC1C(C)C (stereo not given) the results were OVCAR-4 94, NCI-H226 93, NCI-H23 93, SK-OV-3 101, SN12C 101, OVCAR-3 113 and IGROV1 116.
Screening Cc1cc(-c2cn(Cc3ccc4c(Cl)cc(Cl)c(O)c4n3)nn2)ccc1F returned OVCAR-4 90, NCI-H226 104, NCI-H23 97, SK-OV-3 101, SN12C 92, OVCAR-3 99, OVCAR-5 98, IGROV1 85 and NCI/ADR-RES 104.
`COc1ccccc1NC(=S)N/C=C(\C#N)S(=O)(=O)c1ccc(C)cc1` gave OVCAR-4 100, NCI-H226 94, NCI-H23 96, SK-OV-3 96, SN12C 105, OVCAR-3 110, OVCAR-5 105, IGROV1 110 and NCI/ADR-RES 104.
For O=C1NC(=NC(=O)c2ccccc2)S/C1=C/c1ccccc1O the results were OVCAR-4 88, NCI-H226 100, NCI-H23 92, SK-OV-3 92, SN12C 96, OVCAR-3 103, OVCAR-5 105, IGROV1 104 and NCI/ADR-RES 98.
Screening CC(C)(C)c1ccc(Cn2c(-c3nonc3N)nc3ccccc32)cc1 returned OVCAR-4 98, NCI-H226 83, NCI-H23 71, SK-OV-3 61, SN12C 74, OVCAR-3 69, OVCAR-5 99, IGROV1 67 and NCI/ADR-RES 76.
For CC(Oc1ccc(C(=O)NS(=O)(=O)C(C)(C)C)cc1C(F)(F)F)c1ccc(Oc2ccccc2)cc1 (stereo not given) the results were OVCAR-4 110, NCI-H226 104, NCI-H23 104, SK-OV-3 121, SN12C 100, OVCAR-3 109, OVCAR-5 111, IGROV1 104 and NCI/ADR-RES 107.
`CCCN(CCNc1cc(OC)cc2cccnc12)C(C)C` gave OVCAR-4 96, NCI-H226 99, NCI-H23 81, SK-OV-3 106, SN12C 93, OVCAR-3 97, OVCAR-5 98, IGROV1 82 and NCI/ADR-RES 86.
`Cc1c(/C=C2\Cc3ccc(Cl)cc3C2=O)c(=O)n(-c2ccccc2)n1C` gave OVCAR-4 82, NCI-H226 81, NCI-H23 69, SK-OV-3 93, SN12C 100, OVCAR-3 91, OVCAR-5 80, IGROV1 76 and NCI/ADR-RES 90.
For CCC(=O)Oc1ccc(C(OC(C)=O)OC(C)=O)cc1 the results were OVCAR-4 114, NCI-H226 110, NCI-H23 92, SK-OV-3 106, SN12C 104, OVCAR-3 104, OVCAR-5 102, IGROV1 111 and NCI/ADR-RES 97.
For CC1(C)CC(=O)C2=C(C1)N(c1ccc(F)cc1F)C(N)=C(C#N)C2c1ccccc1Br (stereo not given) the results were OVCAR-4 90, NCI-H226 100, NCI-H23 104, SK-OV-3 114, SN12C 98, OVCAR-3 103, OVCAR-5 111, IGROV1 90 and NCI/ADR-RES 89.
COc1cc2c(cc1OC(C)=O)CCCCC2=O was read as OVCAR-4 104, NCI-H226 107, NCI-H23 100, SK-OV-3 104, SN12C 98, OVCAR-3 117, OVCAR-5 111, IGROV1 106 and NCI/ADR-RES 101.
`Cc1ccc(-c2nn(CC(=O)N3CCCCC3)c(N)c2C#N)cc1` gave OVCAR-4 70, NCI-H226 95, NCI-H23 89, SK-OV-3 107, SN12C 99, OVCAR-3 106, OVCAR-5 107, IGROV1 93 and NCI/ADR-RES 94.
`Cc1c(N2C(=O)CS/C2=N\N=C2/SCC(=O)N2N)c(=O)n(-c2ccccc2)n1C` gave OVCAR-4 100, NCI-H226 100, NCI-H23 97, SK-OV-3 92, SN12C 99, OVCAR-3 105, OVCAR-5 103, IGROV1 113 and NCI/ADR-RES 101.
Screening CCOC(=O)C1(c2cccs2)C(=O)C2=C(CCCC2)N1c1ccccc1 (stereo not given) returned OVCAR-4 101, NCI-H226 101, NCI-H23 96, SK-OV-3 77, SN12C 101, OVCAR-3 108, OVCAR-5 96, IGROV1 95 and NCI/ADR-RES 101.
Screening COc1ccc(/C=C/c2nc(Nc3ccc(O)cc3)c3ccccc3n2)cc1 returned OVCAR-4 50, NCI-H226 92, NCI-H23 82, SK-OV-3 100, SN12C 78, OVCAR-3 55, OVCAR-5 101, IGROV1 82 and NCI/ADR-RES 93.
`COc1ccc(-c2cc(-c3c(C)oc4c(OC)c5occc5c(OC)c4c3=O)[nH]c(=O)c2C#N)cc1OC` gave OVCAR-4 76, NCI-H226 72, NCI-H23 90, SK-OV-3 85, SN12C 83, OVCAR-3 96, OVCAR-5 106, IGROV1 57 and NCI/ADR-RES 90.
For CC(C)(C)c1cc(/C=C2\S/C(=N/c3ncn[nH]3)NC2=O)cc(C(C)(C)C)c1O the results were OVCAR-4 34, NCI-H226 5.4*, SK-OV-3 4.1*, SN12C 13, OVCAR-3 17, OVCAR-5 33, IGROV1 18 and NCI/ADR-RES 5.6*.
For CCC(CC)NC(C)CO (stereo not given) the results were OVCAR-4 105, NCI-H226 98, NCI-H23 103, SK-OV-3 101, SN12C 103, OVCAR-3 104, OVCAR-5 106, IGROV1 125 and NCI/ADR-RES 110.
Nc1cccc(-c2nc3sccn3c2-c2ccnc(NCCCNS(=O)(=O)c3cccc4ccccc34)n2)c1 was read as OVCAR-4 25, NCI-H226 30, NCI-H23 44, SK-OV-3 63, SN12C 39, OVCAR-3 38, OVCAR-5 92, IGROV1 37 and NCI/ADR-RES 38.
COc1ccc2cc(-c3ccnc4[nH]c(=S)[nH]c(=O)c34)ccc2c1 was read as OVCAR-4 99, NCI-H226 100, NCI-H23 97, SK-OV-3 105, SN12C 89, OVCAR-3 116, OVCAR-5 94, IGROV1 100 and NCI/ADR-RES 107.
CN(C)c1ccc(/C=N/NC(=O)CSc2nc3sc4c(c3c(=O)n2-c2ccccc2)CCCCC4)cc1 was read as OVCAR-4 20, NCI-H226 96, NCI-H23 30, SK-OV-3 67, SN12C 56, OVCAR-3 12, OVCAR-5 51, IGROV1 37 and NCI/ADR-RES 59.
Screening CC(=O)N1N=C(c2ccc(Cl)cc2)CC1c1cn(Cc2ccc(Cl)cc2)c2ccccc12 (stereo not given) returned OVCAR-4 70, NCI-H226 72, NCI-H23 86, SK-OV-3 88, SN12C 78, OVCAR-3 81, OVCAR-5 85, IGROV1 77 and NCI/ADR-RES 78.
`CC(=O)c1ccc(Nc2nc(SCC(C)C)nc(-c3ccc(F)cc3)c2C#N)cc1` gave OVCAR-4 115, NCI-H226 114, SK-OV-3 114, SN12C 110, OVCAR-3 115, OVCAR-5 113, IGROV1 111 and NCI/ADR-RES 110.
`CC(=O)CC1CCCC(CC(C)=O)N1C` (stereo not given) gave OVCAR-4 110, NCI-H226 94, NCI-H23 106, SK-OV-3 112, SN12C 105, OVCAR-3 120, OVCAR-5 92, IGROV1 119 and NCI/ADR-RES 117.
`CC1N(NC(=O)Nc2ccc(F)cc2)C(=O)c2ccccc2N1C` (stereo not given) gave OVCAR-4 98, NCI-H226 103, NCI-H23 104, SK-OV-3 112, SN12C 110, OVCAR-3 83, OVCAR-5 111, IGROV1 115 and NCI/ADR-RES 105.
For Cc1ccc2c(c1)sc1nncn12 the results were OVCAR-4 93, NCI-H226 90, NCI-H23 102, SK-OV-3 108, SN12C 94, OVCAR-3 111, OVCAR-5 95 and IGROV1 108.

The order is random; about 9.4% have a hit in one of these screens.
